From PubChem
ABCB1 inh – human ABCB1 inhibition, ABCG2 as counter-screen. P08183. CCRF-Adr cells, JC-1 efflux, flow cytometry. inhibition, % at 6.6 µM. hit rate 0.067% among 190,000; in the data active means inhibition above about 40%;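 further: 0% = vehicle and 100% = reference inhibitor; higher value means more JC-1 retained so stronger ABCB1 efflux block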
Target sequence (P08183 whole entry, looked up): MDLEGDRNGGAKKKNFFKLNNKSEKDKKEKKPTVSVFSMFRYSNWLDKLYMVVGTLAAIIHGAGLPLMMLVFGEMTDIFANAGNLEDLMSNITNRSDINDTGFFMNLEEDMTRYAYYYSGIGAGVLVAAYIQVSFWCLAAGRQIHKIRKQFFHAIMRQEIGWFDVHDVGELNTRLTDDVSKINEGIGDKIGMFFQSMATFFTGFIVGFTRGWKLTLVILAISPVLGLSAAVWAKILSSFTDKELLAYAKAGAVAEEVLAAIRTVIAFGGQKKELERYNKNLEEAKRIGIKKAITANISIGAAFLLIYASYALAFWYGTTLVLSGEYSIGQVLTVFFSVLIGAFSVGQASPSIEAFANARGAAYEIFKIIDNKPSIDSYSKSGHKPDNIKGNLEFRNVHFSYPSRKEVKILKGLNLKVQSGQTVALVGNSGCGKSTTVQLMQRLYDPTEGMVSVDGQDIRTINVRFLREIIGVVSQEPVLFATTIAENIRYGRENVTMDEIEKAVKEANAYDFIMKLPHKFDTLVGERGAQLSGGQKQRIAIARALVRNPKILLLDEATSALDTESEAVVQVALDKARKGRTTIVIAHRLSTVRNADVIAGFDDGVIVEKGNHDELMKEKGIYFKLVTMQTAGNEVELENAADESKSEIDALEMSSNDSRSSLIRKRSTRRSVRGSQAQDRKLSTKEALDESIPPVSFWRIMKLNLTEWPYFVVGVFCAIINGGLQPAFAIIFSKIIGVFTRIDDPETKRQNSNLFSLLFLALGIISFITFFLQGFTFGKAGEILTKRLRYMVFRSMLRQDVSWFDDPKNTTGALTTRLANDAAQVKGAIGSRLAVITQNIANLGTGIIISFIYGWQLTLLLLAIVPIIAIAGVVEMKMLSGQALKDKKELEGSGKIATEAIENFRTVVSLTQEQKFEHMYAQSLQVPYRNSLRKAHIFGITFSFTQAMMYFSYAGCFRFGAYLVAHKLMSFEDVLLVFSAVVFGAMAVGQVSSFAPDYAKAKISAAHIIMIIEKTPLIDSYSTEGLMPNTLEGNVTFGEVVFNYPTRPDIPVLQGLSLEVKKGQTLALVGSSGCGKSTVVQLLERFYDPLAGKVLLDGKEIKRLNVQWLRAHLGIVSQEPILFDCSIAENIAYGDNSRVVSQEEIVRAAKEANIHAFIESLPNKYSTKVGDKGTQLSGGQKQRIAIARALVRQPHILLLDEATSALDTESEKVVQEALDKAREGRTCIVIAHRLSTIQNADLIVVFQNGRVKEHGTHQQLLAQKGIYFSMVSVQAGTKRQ
Pf gamet viab – kills late stage P. falciparum gametocytes | inhibition, % at 10.9 µM | P. falciparum stage V gametocytes, ATP luminescence, 24 h | AID 743093 | hit rate 0.065% among 150,000;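 active means inhibition above the mean plus 3 SD of compounds within the control limits, set per campaign, cut at about 38% in these data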;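 further: 0% = DMSO wells and 100% = medium only without gametocytes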
Mcl1 Bid PPI – Mcl-1/Bid interaction inhibition; Q07820; TR-FRET Mcl-1/Bid-Dy647 peptide binding, 1536-well; inhibition, % at 21.7 µM; hit rate 0.97% among 220,000; AID 1021;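 active means compounds that cut the binding signal by more than half at the single screening dose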;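 further: His-tagged Mcl-1 with europium anti-His antibody binding Bid BH3 peptide; 0% = Mcl-1 plus peptide wells and 100% = peptide-only wells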
Bim-Mcl-1 – human Bim-Mcl-1 interaction inhibition; Q07820; Bead-based flow cytometry, Bim peptide-Mcl-1 binding; hit rate 0.1% among 190,000; AID 1009; inhibition, % at 10 µM; in the data active means inhibition above about 40%;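 further: 0% = no compound tracer wells and 100% = peptide blocker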
RGS4-Gao reg – modulates binding of RGS4 to human Galphao; AID 1415; hit rate 0.33% among 220,000; Multiplexed bead flow cytometry; actives lie on both sides; P09471; binding response (% of control), % at 10 µM; in the data active means binding response below about 49% or above about 150%; inactive means in between;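 further: fluorescent Galphao activated with aluminum fluoride binding bead-coupled RGS4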
Mcl1-Noxa inh – disrupts binding of human Mcl-1 to Noxa peptide; TR-FRET Mcl-1/Noxa peptide binding, 2 h; inhibition, % at 21.7 µM; hit rate 1.5% among 220,000;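 active means compounds that cut the protein-peptide binding signal by more than 50% relative to plate controls in a single-dose test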;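 further: His-tagged Mcl-1 with rhodamine Noxa BH3 peptide and terbium anti-His antibody; 0% = Mcl-1 plus Noxa peptide wells and 100% = peptide-only wells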
RGS7-Gao – regulators of human RGS7-Galphao interaction | Multiplexed bead flow cytometry, RGS7-Galphao binding; actives lie on both sides | AID 1439 | hit rate 0.35% among 220,000 | binding response (% of control), % at 10 µM; in the data active means binding response below about 49% or above about 150%; inconclusive means no clear call, values can overlap the other calls; inactive means in between;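 further: fluorescent Galphao held in activated GDP-AlF4 state binding bead-coupled RGS7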
GSH fluor – GSH bead compound fluorescence profile; GSH beads flow cytometry, compound fluorescence 488/530 nm; active compounds read high; fluorescence (KMESF) at 10 µM; hit rate 0.25% among 190,000; in the data active means fluorescence above about 89;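 further: glutathione beads carrying GST-tagged Bcl family fusion proteins plus one bare bead set; values are compound well signal with DMSO vehicle wells as background; inactives centre near 16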
Avidin fluor – compound fluoresces at 488/530 nm on avidin beads; fluorescence (KMESF) at 10 µM; AID 1775; hit rate 0.38% among 220,000; compound fluorescence 488/530 nm, flow cytometry; active compounds read high; in the data active means fluorescence above about 47; further: inactives centre near 10
RGS8-Gao reg – modulates binding of RGS8 to human Galphao; hit rate 0.34% among 220,000; P09471; AID 1423; multiplexed bead flow cytometry; actives lie on both sides; response (percent of control binding), % at 10 µM; in the data active means response below about 60% or above about 140%; inactive means in between;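 further: Galphao activated as the GDP aluminium fluoride complex binding bead-coupled RGS8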
ABCG2 inh – blocks JC-1 efflux by human ABCG2 transporter | inhibition, % at 6.6 µM | IgMXP3 cells, flow cytometry | AID 1325 | hit rate 0.1% among 190,000;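 active means inhibition above 80%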;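 further: 0% = DMSO and 100% = nicardipine control wells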
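Test system: ABCG2 IgMXP3 and barcoded ABCB1 CCRF-Adr cell mix; Schedule: cells with compound and JC-1, 10 min at 25 °C, rotating, no wash; Technique: flow cytometry of retained JC-1 fluorescence; Measure: % inhibition of efflux relative to nicardipine and DMSO; Controls: nicardipine high and DMSO low controls.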
An asterisk follows results filed as active; ? = inconclusive; / = no result given; [ ] = another dose, or the depositor's remark. Hits appear at their usual frequency. Share with any hit: about 3.3%.

SMILES	ABCB1 inh	Pf gamet viab	Mcl1 Bid PPI	Bim-Mcl-1	RGS4-Gao reg	Mcl1-Noxa inh	RGS7-Gao	GSH fluor	Avidin fluor	RGS8-Gao reg	ABCG2 inh
Cc1ccc(S(=O)(=O)Nc2cc(C)c(O)c(S(=O)(=O)c3ccc(C)cc3)c2)cc1	0.8	-37	-47	1	91	15	96	27	14	96	1
COc1ccc(OC)c(N/C(C)=C/C(=O)c2ccc(C)o2)c1	-5.5	-16	-27	-2	104	4	106	24	10	100	-8
O=C(CNC(=O)c1ccc(Oc2ccccc2)cc1)OC1CCCCC1=O (centres undefined)	0.3	2	-4	3	101	-16	101	58	6	99	1
CN1CCN(S(=O)(=O)c2cccc(C(=O)NC3CCCc4ccccc43)c2)CC1 (centres undefined)	-2.4	10	-5	-2	103	-7	98	29	14	104	-2
CCOC(=O)Cc1nnc2c(Nc3ccccc3F)nc3nonc3n12	0.9	/	-4	-2	96	9	94	36	6	100	12
CCOCC(=O)Nc1ccccc1C(=O)N1CCOCC1	0.4	/	27	-4	100	5	104	20	6	100	4
Cc1nc(-c2ccc(Cl)cc2)sc1C1(C)CC(c2ccc([N+](=O)[O-])cc2)=NO1 (centres undefined)	/	/	-37	/	96	6	?	/	7	99	/
CCN1CCN(CNC(=O)c2cnccn2)CC1	0.2	/	0	-3	102	8	101	11	8	104	1
CC(=O)c1cc2c(cc1NC(=O)CSc1nc3ccc(C)cc3[nH]1)OCO2	1.0	6	-34	-8	97	-8	96	20	13	96	8
C=CCn1c(N)c(C(=O)NCc2ccco2)sc1=S	-0.7	-3	-8	-6	105	14	100	34	14	104	-1
CC(OC(=O)CCc1nc2ccccc2c(=O)[nH]1)C(=O)Nc1ccc2c(c1)OCO2 (centres undefined)	/	-9	-17	/	101	14	?	/	6	99	/
O=C1C2CCCN2c2ccc(S(=O)(=O)N3CCOCC3)cc2N1Cc1ccccc1F (centres undefined)	1.5	/	-56	0	89	14	93	14	31	97	2
CCCc1ccc(O)c(N=Cc2cc(Br)cc(OCC)c2O)c1	-0.8	5	-57	1	98	5	99	8	24	99	-2
CCN(C(=O)CSc1ncccc1C(=O)OC(C)C)c1cccc(C)c1	0.8	/	-30	-2	95	-24	98	13	2	93	2
CC1(C)Cc2ccccc2C2=NNC(=O)C2=N1	-0.4	-7	-38	0	100	-4	?	9	9	99	-1
CCOC(=O)c1ccc(N/C=C/C(=O)c2ccc(OC)c(OC)c2)cc1	0.6	-7	-9	1	101	-43	103	25	12	103	2
CCC(=O)N(Cc1cc2ccccc2[nH]c1=O)c1ccc(OC)cc1	0.4	/	3	1	103	6	101	11	11	105	2
CCn1c(=O)n(CC(=O)NC2CCCC(C)C2C)c(=O)c2ccccc21 (centres undefined)	1.3	8	6	-10	119	24	198*[activator]	38	99*	115	5
Cc1ccccc1N1C(=O)C(Cl)=C(N2CCN(c3ccccc3)CC2)C1=O	0.3	-2	-63	-4	103	-7	99	21	13	101	2
COc1cc(NC(=O)c2c(F)cccc2F)c(Cl)cc1Cl	1.2	/	-19	-4	95	3	?	16	12	94	6
COc1ccc(-c2nnc3sc(C4CCCCC4)nn23)cc1OC	-1.9	-18	0	-2	109	-11	109	35	7	105	-2
CC(NC(=O)NC1CCCCC1)C(c1cccs1)N1CCN(Cc2ccccc2)CC1 (centres undefined)	10	/	-10	-1	101	-4	100	26	7	101	1
CC1(C)Cc2nc3sc4c(SCC(=O)NCc5ccco5)ncnc4c3cc2CO1	0.4	2	-30	-1	101	/	97	29	11	99	11
O=C(OCc1cn(-c2ccc(Cl)cc2)nn1)c1ccccc1	0.5	-3	4	0	97	-4	99	27	9	101	5
Cc1cccc(OCc2nnc(SCC(=O)Nc3cccc(C(=O)N4CCOCC4)c3)o2)c1C	0.0	22	-73	-1	105	11	103	8	5	104	3
COc1ccc(CNC(N)=O)cc1OC	1.0	-1	-29	0	101	-7	103	52	12	102	3
C=CCOc1cccc(C2/C(=C(/O)c3ccc(C)cc3)C(=O)C(=O)N2CCN2CCOCC2)c1 (centres undefined)	0.3	-12	-46	1	104	-15	102	38	16	100	2
c1ccc2c(c1)nc(N1CCN(C3CCCCC3)CC1)c1nnnn12	0.8	/	-10	0	110	30	113	26	9	110	5
O=C(NCC(=O)N(CCN1CCOCC1)C(C(=O)NC1CCCC1)c1ccccc1)c1cccs1 (centres undefined)	-0.3	-2	-24	0	98	-12	93	22	9	106	0
CCCCN1C(=O)c2ccc(C(=O)Nc3c(N)n(CCCC)c(=O)n(C)c3=O)cc2C1=O	0.3	/	-26	-3	107	-12	103	271*	8	101	3
CCOC(=O)Nc1ccc(S(=O)(=O)NC2CCCCC2)cc1	1.6	-13	-28	0	103	-1	99	13	10	101	4
Nc1nc(Nc2cccc(F)c2)nc(NCc2ccco2)c1[N+](=O)[O-]	/	12	11	/	92	37	?	/	7	99	/
Nc1nc(C23CC4CC(CC(Cl)(C4)C2)C3)cs1	/	10	-32	/	102	-17	?	/	5	102	/
O=C(/C=C/c1ccco1)Nc1ccccc1N1CCCCC1	1.3	-5	-22	1	104	12	99	20	10	101	10
CCOC(=O)C(C)(C)NS(=O)(=O)c1ccc(Cl)c([N+](=O)[O-])c1	0.2	26	6	3	99	16	100	12	6	95	7
CCOC(=O)c1cc(/C(C)=N/OC(=O)c2ccc(Cl)cc2)on1	/	13	-14	/	98	-11	?	/	6	99	/
CCC(=O)Nc1c2c(nn1-c1cccc(Cl)c1)CSC2	0.0	/	-7	-4	103	1	104	14	6	102	3
COc1ccc(CNc2nc3c(c(=O)[nH]c(=O)n3C)n2Cc2ccccc2C)cc1	1.7	/	-48	0	103	6	107	18	6	103	3
Cc1nc(CCNC(=O)c2ccccc2)cs1	0.2	/	-24	-4	96	6	101	24	11	101	3
COc1ccccc1C(=O)NNC(=O)c1sccc1-n1cccc1	0.1	31	-43	-1	101	6	102	13	10	100	1
O=C(c1n[nH]c(=O)c2ccccc12)N1CCN(c2ccccc2Cl)CC1	0.4	/	-17	0	101	19	91	38	15	103	2
COc1ccc(C(=O)N/N=C2\SCC(=O)N2Cc2ccc3c(c2)OCO3)c(OC)c1	0.6	13	-1	-4	99	-56	103	7	14	101	10
CC(C)(C)c1ccc(C(=O)c2c[nH]c(C(=O)NCC3CCCO3)c2)cc1 (centres undefined)	0.8	/	6	-1	97	5	98	33	8	98	3
CN(C)CCN(C(=O)c1ccc(N2C(=O)CCC2=O)cc1)c1nc2cc3c(cc2s1)OCO3	-0.5	2	1	-3	102	30	93	24	11	99	-2
CCCCC[C@H](O)/C=C/[C@@H]1[C@@H](C/C=C\CCCC(=O)O)[C@H]2CO[C@@H]1C2	0.8	/	4	-2	101	9	99	20	7	100	2
COc1ccc(-c2csc(Nc3ncccc3C)n2)cc1OC	0.1	/	-10	1	99	36	97	53	6	98	2
Cc1ccc(-c2c(C)c(-c3ccc(F)cc3)nc(N)c2C#N)o1	0.1	0	8	-9	100	15	99	34	10	100	5
O=C(O)c1coc2ccccc12	0.0	/	-4	0	105	14	102	12	8	107	0
O=C1NC2(CCCCC2)N(C(=O)c2ccccc2)C2=C1CCCC2	0.1	-6	-29	0	99	10	99	12	14	97	0
COc1ccc(NC(=O)c2oc3ccccc3c2C)c(OC)c1	0.7	-18	-1	0	105	/	106	30	11	105	22

Ordered by molecular weight (falling): part of the list above
SMILES	ABCB1 inh	Pf gamet viab	Mcl1 Bid PPI	Bim-Mcl-1	RGS4-Gao reg	Mcl1-Noxa inh	RGS7-Gao	GSH fluor	Avidin fluor	RGS8-Gao reg	ABCG2 inh
c1ccc2c(c1)nc(N1CCN(C3CCCCC3)CC1)c1nnnn12	0.8	/	-10	0	110	30	113	26	9	110	5
CCC(=O)Nc1c2c(nn1-c1cccc(Cl)c1)CSC2	0.0	/	-7	-4	103	1	104	14	6	102	3
O=C(O)c1coc2ccccc12	0.0	/	-4	0	105	14	102	12	8	107	0

Next compounds
SMILES	ABCB1 inh	Pf gamet viab	Mcl1 Bid PPI	Bim-Mcl-1	RGS4-Gao reg	Mcl1-Noxa inh	RGS7-Gao	GSH fluor	Avidin fluor	RGS8-Gao reg	ABCG2 inh
Cc1nc2nc(SCC(=O)O)nn2c(C)c1Cc1ccccc1Cl	0.4	/	11	-4	102	27	106	15	11	95	1
CN1C(=S)SC(/[N+]([O-])=C\c2ccco2)C1(C)C (centres undefined)	0.5	-16	-7	-1	104	13	103	31	10	105	1
COC(=O)c1cc(=O)nc2sc(-c3ccccc3)nn12	0.8	/	14	-4	101	17	101	24	28	100	16
COc1ccc(CNc2cc([N+](=O)[O-])ccc2OC)cc1	0.1	/	-14	2	100	11	102	10	12	103	4
Cn1nc(C(F)(F)F)cc1-c1ccc(S(N)(=O)=O)s1	/	7	-11	/	100	14	?	/	5	103	/
CCOC(=O)N1CCN(C(=O)C2CCN(S(=O)(=O)c3cc(C)ccc3OC)CC2)CC1	1.3	/	-7	0	103	-4	99	14	11	103	6
O=C(c1ccncc1)N(c1ccc2oc3c(c2c1)CCCC3)S(=O)(=O)c1cccc([N+](=O)[O-])c1	1.3	11	18	2	97	19	96	11	8	98	3
COc1ccccc1-n1c(SCC(=O)N2CCCCC2)nc2cccnc21	1.7	/	4	-3	101	7	98	16	8	106	2
CCCCCNc1nc(NCCCO)c(C#N)c2c1CN(C)CC2	0.5	35	-33	-1	99	14	96	13	9	99	4
O=C(CC1Sc2ccccc2NC1=O)Nc1cccc(C(=O)O)c1 (centres undefined)	-2.6	/	-9	1	104	-4	106	19	8	102	-2
Oc1cc(O)c2c(c1)O[C@H](c1ccc(O)c(O)c1)[C@@H](O)C2	/	/	-50	/	116	15	?	/	9	103	/
Cc1ccc(C(=O)N/C(=C/c2ccccc2)C(=O)NC(Cc2ccccc2)C(=O)O)cc1 (centres undefined)	0.2	-7	4	1	98	7	98	7	10	97	4
COc1ccc(-c2nc3c4c(ncn3n2)-c2ccccc2CC42CCCC2)cc1	-0.2	10	-32	-30	101	1	102	20	3	100	-2
CCOC(=O)C1(CCc2ccccc2)CCN(C(=O)c2cccc(C)n2)CC1	0.3	/	1	-1	95	10	93	16	7	97	1
O=C1CN(C(=O)CSc2nnc(Nc3ccccc3)s2)c2ccccc2N1	0.5	/	-37	-5	101	17	101	4	8	95	30
CSc1nc(C)[nH]c(=O)c1C#N	/	-30	-13	/	106	15	?	/	3	103	/
CCOC(=O)c1cnc2ccc(C)cc2c1Sc1ccccc1C(=O)OC	1.0	-18	-48	-2	96	7	101	23	9	99	1
Cc1nn(Cc2ccc([N+](=O)[O-])cc2)c(=O)n1-c1ccccc1Cl	1.4	8	-18	0	103	2	100	19	10	104	3
Cc1nc2ccccc2c(=O)n1NC(=O)COc1ccccc1	0.3	-15	-8	-1	103	-10	103	15	22	107	0
